Compound activity (PubChem)
PAD4 FP inh: human PAD4 inhibitors, primary screen, biochemical, fluorescence polarization, 1536-well format; Protein-arginine deiminase type-4 (Homo sapiens), Q9UM07; inhibition, % at 6.36 µM; 0.41% of 330,000 active; recombinant PAD4, RCA probe fluorescence polarization;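 active means percent inhibition above a cutoff equal to the mean of all tested compounds plus 3 SD, cut at about 15% in these data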;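 further: 0% = PAD4 with RCA probe and DMSO and 100% = probe without PAD4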
PAFAH1B3 FP inh: PAFAH1B3 enzyme inhibitors, primary screen, biochemical, fluorescence polarization, human; recombinant PAFAH1B3, FP-rhodamine probe; inhibition, % at 3.39 µM; 0.28% of 340,000 active;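 active means inhibition above the screen-wide average of all tested compounds plus 3 SD, cut at about 25% in these data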;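 further: 0% = enzyme with DMSO only and 100% = wells lacking PAFAH1B3 protein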
PAFAH2 FP inh: PAFAH2 enzyme inhibitors, primary screen, biochemical, fluorescence polarization, human; Platelet-activating factor acetylhydrolase 2, cytoplasmic (Homo sapiens), Q99487; recombinant PAFAH2, FP-rhodamine activity probe; inhibition, % at 3.39 µM; 0.99% of 340,000 active; AID 492956, 2010;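 active means inhibition above the mean over all tested compounds plus 3 SD, cut at about 30% in these data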;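 further: inhibitors block probe labeling of enzyme so polarization drops; 0% = enzyme with DMSO and 100% = wells lacking PAFAH2 protein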
pPAFAH inh: pPAFAH enzyme inhibitors, primary screen, biochemical, fluorescence polarization, human. Platelet-activating factor acetylhydrolase (Homo sapiens), Q13093. recombinant pPAFAH, FP-rhodamine probe fluorescence polarization. inhibition, % at 3.39 µM. 1.5% of 330,000 active. AID 463082, 2010;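 active means inhibition above the mean inhibition across the screen plus 3 SD, cut at about 25% in these data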;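 further: inhibitors block binding of the rhodamine activity-based probe so polarization drops; 0% = enzyme with DMSO and 100% = wells lacking pPAFAH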
Target sequence (Q13093 whole entry, looked up): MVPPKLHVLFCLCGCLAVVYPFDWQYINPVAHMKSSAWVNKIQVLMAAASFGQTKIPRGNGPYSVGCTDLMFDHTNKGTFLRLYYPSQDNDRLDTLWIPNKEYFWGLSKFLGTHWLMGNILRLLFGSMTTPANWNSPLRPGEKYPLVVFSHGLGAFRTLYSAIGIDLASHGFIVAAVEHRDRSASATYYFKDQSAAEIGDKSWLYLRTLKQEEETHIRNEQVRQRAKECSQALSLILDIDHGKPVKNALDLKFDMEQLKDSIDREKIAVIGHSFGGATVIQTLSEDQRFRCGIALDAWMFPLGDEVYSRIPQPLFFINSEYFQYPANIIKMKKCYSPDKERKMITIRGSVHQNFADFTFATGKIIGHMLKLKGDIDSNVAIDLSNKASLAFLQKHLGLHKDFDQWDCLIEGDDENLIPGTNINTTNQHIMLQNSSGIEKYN
GSTO1 counter: inhibitors of recombinant GSTO1, primary screen, counter-screen for RBBP9 inhibitor project, biochemical, fluorescence polarization; Glutathione S-transferase omega-1 (Homo sapiens), P78417; activity-based probe fluorescence polarization; inhibition, % at 5.96 µM; 1.1% of 300,000 active; AID 1974, 2009;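 active means inhibition above the campaign mean inhibition plus 3 SD, cut at about 35% in these data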;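 further: 0% = GSTO1-1 with DMSO and 100% = wells lacking GSTO1-1 enzyme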
Target sequence (P78417 whole entry, looked up): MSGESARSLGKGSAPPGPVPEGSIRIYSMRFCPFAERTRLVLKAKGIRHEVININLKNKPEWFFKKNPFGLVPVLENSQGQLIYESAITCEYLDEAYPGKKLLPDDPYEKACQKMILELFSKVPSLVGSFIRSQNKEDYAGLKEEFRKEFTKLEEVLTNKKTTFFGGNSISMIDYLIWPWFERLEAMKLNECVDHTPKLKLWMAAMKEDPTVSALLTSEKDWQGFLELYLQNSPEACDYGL
LYPLA1 inh: LYPLA1 inhibitors, primary screen, counter-screen for PME1 inhibitor project, biochemical, fluorescence polarization, FP-Rh probe ABPP | Acyl-protein thioesterase 1 (Homo sapiens), O75608 | recombinant LYPLA1 | inhibition, % at 5.9 µM | 0.16% of 320,000 active | AID 2174, 2009;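 active means inhibition above the mean of all tested compounds plus 3 SD, set per campaign, cut at about 14% in these data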;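 further: inhibitors block serine hydrolase probe labeling of LYPLA1 so polarization falls; 0% = enzyme with DMSO and 100% = wells lacking LYPLA1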
LYPLA2 counter: LYPLA2 inhibitors, primary screen, counter-screen for PME1 inhibitor project, biochemical, fluorescence polarization, FP-Rh probe ABPP; AID 2177, 2009; inhibition, % at 5.9 µM; Acyl-protein thioesterase 2 (Homo sapiens), O95372; 0.38% of 320,000 active; recombinant LYPLA2;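 active means inhibition above the screen-wide mean plus 3 SD, limit set per campaign, cut at about 26% in these data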;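 further: 0% = LYPLA2 with DMSO and 100% = wells lacking LYPLA2 enzyme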
Target sequence (O95372 whole entry, looked up): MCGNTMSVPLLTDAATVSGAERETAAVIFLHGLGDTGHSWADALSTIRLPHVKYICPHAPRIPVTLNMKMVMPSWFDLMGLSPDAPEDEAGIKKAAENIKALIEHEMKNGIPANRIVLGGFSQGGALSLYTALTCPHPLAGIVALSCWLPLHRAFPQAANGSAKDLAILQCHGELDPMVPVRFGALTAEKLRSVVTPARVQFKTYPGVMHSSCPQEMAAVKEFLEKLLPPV
PREPL inh: PREPL enzyme inhibitors, primary screen, biochemical, fluorescence polarization. Prolyl endopeptidase-like (Homo sapiens), Q4J6C6. recombinant PREPL, fluorescence polarization activity-based probe. inhibition, % at 5.96 µM. 0.68% of 320,000 active. AID 2751, 2010; in the data active means inhibition above about 43%;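 further: 0% = enzyme with DMSO and 100% = wells lacking enzyme; many of its hits are not listed in these tables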
PAFAH1B2 inh: PAFAH1B2 enzyme inhibitors, primary screen, biochemical, fluorescence polarization, human; Platelet-activating factor acetylhydrolase IB subunit alpha2 (Homo sapiens), P68402; recombinant PAFAH1B2, FP-rhodamine activity probe; inhibition, % at 3.39 µM; 1.2% of 340,000 active; AID 492953, 2010;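 active means inhibition above the mean of all tested compounds plus 3 SD, cut at about 24% in these data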;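 further: 0% = enzyme with DMSO and 100% = wells lacking PAFAH1B2; many of its hits are not listed in these tables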
Active calls of the source: *; . = no result given. Only part of the results is shown; count on the stated rates, not on these rows.

Molecule	PAD4 FP inh	PAFAH1B3 FP inh	PAFAH2 FP inh	pPAFAH inh	GSTO1 counter	LYPLA1 inh	LYPLA2 counter	PREPL inh	PAFAH1B2 inh
CCOc1cc(C(=O)OCC(=O)Nc2ccc(Cl)cn2)ccc1OCC(=O)N1CCOCC1	1.6	3.2	83.2*	21.9	-4.0	-3.5	9.5	9.6	1.6
CCN(N=O)[C@@H](Cc1ccccc1)CN(N=O)[C@@H](Cc1ccccc1)CN(C)N=O	-3.4	7.4	11.3	-6.9	9.1	0.2	9.3	-7.8	6.8
COC(=O)c1ccc(/C=N/NC(=O)c2cccc(F)c2)cc1	3.6	7.3	2.5	-3.1	-0.6	-0.5	8.8	1.3	-3.8
CN(C)S(=O)(=O)Nc1ccc2c(c1)OCO2	-4.0	-1.9	0.7	-0.4	2.0	-2.8	9.6	5.5	5.6
Cc1nc(Cl)c(C(=O)NCCC(C)C)c(C)c1[N+](=O)[O-]	-3.0	2.1	2.4	6.3	3.9	-2.9	4.5	-1.5	7.6
Cc1cnc(C(=O)OCC(=O)N(C(C)C)C(C)C)cn1	-2.5	1.7	-7.0	1.6	0.5	-2.0	-7.1	-1.7	6.2
COc1ccc(NC(=S)NCCCc2ccccc2)cc1	-1.8	6.8	9.2	6.9	-4.1	-2.0	-6.8	-2.9	8.7
COc1ccc(NC(=O)Nc2cccc(C)n2)cc1	1.7	5.8	-1.3	5.7	-7.0	0.0	-1.2	-0.8	4.2
FC(F)(F)c1cccc(NC(=S)NNC(=S)Nc2cccc(C(F)(F)F)c2)c1	1.4	.	.	14.4	-4.2	-20.6	-20.9	22.1	.
S=c1[nH]nc(Cc2cccs2)n1-c1ccccc1Cl	-1.5	6.2	3.2	0.5	3.7	4.3	4.4	4.9	12.1
COCc1cc(C)nc2sc(C(=O)Nc3ccc(OC)cc3)c(N)c12	-1.6	7.9	6.7	9.7	4.5	3.0	5.3	-2.1	2.9
Cc1cc(C)c(C(=O)C(C)OC(=O)Cn2cnc3c2c(=O)n(C)c(=O)n3C)cc1C (centres undefined)	-8.9	-2.0	5.5	-1.1	-10.3	1.1	1.2	6.7	3.1
COc1ccccc1CCN=C(N)NS(=O)(=O)c1cccs1	3.6	4.8	4.1	-0.2	-0.1	0.4	-0.8	-10.2	1.6
CCCN1CCN(S(=O)(=O)c2ccc3c(c2)CCC(=O)N3)CC1	0.3	1.1	-1.1	-6.0	.	0.8	-0.7	1.4	2.2
O=C1CCc2cc(S(=O)(=O)Nc3ccc(C(F)(F)F)cc3)cc3c2N1CC3	4.5	6.8	-4.7	12.0	-0.6	1.6	0.7	20.1	9.5
COc1cccc(/C=C2/Oc3ccccc3N(CC(=O)NCC3CCCO3)C2=O)c1 (centres undefined)	-4.0	3.2	2.3	5.9	-5.2	-2.0	7.6	15.0	-4.7
CCCCC(=O)OCc1cn(-c2ccc(Cl)cc2)nn1	1.6	3.2	14.9	5.7	-1.9	2.1	2.2	2.7	9.4
COc1ccc(S(=O)(=O)Cc2ccc(C(=O)NC3CCCCCC3)o2)cc1	-0.2	7.3	4.9	2.7	2.6	-3.6	0.0	-15.6	5.8
COc1ccccc1N1CCN(C(=O)C2CCCN(S(=O)(=O)c3ccc4c(c3)CCCN4C(C)=O)C2)CC1 (centres undefined)	-2.6	7.0	3.1	0.6	5.5	-1.1	3.1	-3.8	1.0
COc1ccc2nc(C)c(C(=O)NN)cc2c1	-4.5	-1.5	-6.1	3.5	1.0	-6.5	-4.9	-2.7	4.1
COc1ccc(CNC(=O)COC(=O)c2ccc(OCc3c(C)noc3C)cc2)cc1OC	-0.2	-0.7	0.0	2.9	-2.7	3.3	3.5	-0.4	4.4
C=C(C)CN(CC)Cc1c(C(=O)N(C)CCCC)nc2ccccn12	-7.7	-4.0	-9.9	1.7	3.3	-0.4	-3.8	0.2	0.7
CCn1c(=O)c(C(=O)Nc2ncccc2C)c(O)c2ccccc21	0.3	-1.8	-3.9	5.3	6.0	-4.3	-1.0	2.0	-0.1
N#Cc1nc(COc2ccccc2F)oc1N1CCCCCC1	2.6	-1.9	1.3	0.1	-6.5	0.8	3.0	-3.6	3.1
COc1cc(/C=C2\SC(=Nc3ccccc3)N(CCc3c[nH]c4ccccc34)C2=O)ccc1OC(C)C(=O)O (centres undefined)	12.1	0.3	0.4	17.5	-10.3	-8.4	-9.6	26.9	-3.9
Cc1cc(NC(C)C)n2c(nc3ccccc32)c1C#N	-1.1	14.6	2.7	3.1	4.6	2.2	-2.8	3.2	0.1
CCOc1ccc(S(=O)(=O)N2CCCCC2)cc1NC(=O)C1=COCCO1	1.7	-2.8	0.4	1.6	-7.2	-2.9	-4.8	-4.7	-1.7
Cc1ccccc1CSCc1nc2ccccc2[nH]1	-3.1	-13.6	-1.9	1.4	1.4	-3.4	1.3	-2.4	-0.8
CCOC(=O)C1CCCN(C2CC(=O)N(c3ccc(C)c(C)c3)C2=O)C1 (centres undefined)	-2.4	2.2	-0.8	2.8	5.6	1.0	0.3	7.8	-0.5
CCOC(=O)C1(Cc2ccccc2)CCN(Cc2cc(=O)c3ccccc3[nH]2)CC1	-0.9	5.9	5.4	4.6	4.8	-1.2	0.4	-22.8	7.5
O=C(CNS(=O)(=O)c1ccc(Cl)cc1)N/N=C/c1ccco1	0.8	-1.1	3.1	3.5	8.2	-0.1	9.4	2.8	1.5
O=C(NCC(=O)N1CCCC1)c1ccccc1F	1.6	1.2	-10.8	5.0	-0.9	-1.2	-2.1	2.2	5.6
Cc1ccc(C(=O)OC(C)C(=O)NC2CCCCC2)cc1S(=O)(=O)N1CCCCC1 (centres undefined)	1.1	17.3	0.0	7.6	.	-0.4	1.2	0.4	1.7
Oc1ccc(NCc2cccc(OCc3ccc(F)cc3)c2)cc1	-1.9	-0.8	3.2	18.8	76.8*	3.2	15.7	30.3	13.5
O=[N+]([O-])c1cnc(Nc2ccc(Cl)cn2)c([N+](=O)[O-])c1	-1.9	0.8	5.6	7.0	9.8	1.8	29.1*	22.0	3.6
C=C1C[C@@]23CCC4[C@@](C)(CCC[C@@]4(C)C(=O)OC)C2CC[C@]1(OC(C)=O)C3 (some centres undefined)	0.0	8.9	6.7	-3.2	.	-0.3	-4.2	-0.7	6.2
Oc1c(N=NC(=S)Nc2ccccc2F)c2ccccc2n1Cc1cccc(Cl)c1	-5.9	9.5	1.3	2.5	-29.2	-0.3	2.1	9.8	11.9
Cc1onc(NC(=O)c2ccc([N+](=O)[O-])o2)c1Br	-9.3	3.7	9.2	1.1	0.5	1.9	3.4	12.4	5.6
COc1ccc(-c2c(C)nn3c(N4CCC(C(=O)NCCN(C)C)CC4)cc(C)nc23)cc1OC	0.1	1.5	5.7	8.0	4.8	2.7	0.7	7.9	1.6
O=C(Cn1nnc(-c2ccncc2)n1)Nc1ccc2c(c1)CCC2	1.1	5.2	-7.1	-1.0	-5.9	-3.0	-7.8	-3.0	-4.0
O=S(=O)(NC1CCCCC1)c1ccc(N2CCOCC2)nc1	2.5	5.2	4.7	1.7	1.8	-2.1	6.1	0.6	5.2
CC(=O)c1sc(NCCOc2ccc(C)cc2)nc1C	-4.8	4.1	-2.8	1.4	-0.4	6.5	1.9	-0.6	8.9
COc1ccc(Cn2c(C3CC3)nc3ccc(NC(C)=O)cc3c2=O)cc1	-4.3	0.5	-15.5	-8.0	-0.4	2.0	1.2	-6.5	-4.5
COC(=O)c1cn(NC(=O)c2ccc(F)cc2)c(=O)c2ccccc12	-1.1	10.7	-1.5	1.5	-4.3	-1.6	1.6	-3.0	4.8
COc1ccc(-n2c(=S)[nH]c3cc(C(=O)Nc4ccccc4OC)ccc3c2=O)cc1	4.7	.	.	-4.0	3.6	-0.4	-8.4	-3.0	.
CCOc1ccccc1NC(=O)c1cc(=O)[nH]c2ccc(S(=O)(=O)N3CCOCC3)cc12	-3.5	4.4	-3.8	3.0	.	.	.	-4.6	2.1
N#Cc1ccccc1NC(=O)CSc1ccc([N+](=O)[O-])cn1	2.5	11.2	-2.4	0.8	6.8	1.4	3.8	-4.1	0.6
COc1cc(/C=N/NC(=O)C(N)=O)ccc1OCC(=O)N1C(C)CCCC1C (centres undefined)	-0.5	5.7	-0.9	5.4	6.7	6.0	3.5	-1.6	-2.0
Cc1cc2nnc(SC(C)C#N)n2c2ccccc12 (centres undefined)	-2.9	14.7	-0.3	4.2	-1.7	-1.4	0.8	7.5	0.5
O=C(c1ccccn1)N1N=C2/C(=C/c3ccc(F)cc3)CCCC2C1c1ccc(F)cc1 (centres undefined)	-2.4	13.5	-5.7	-6.7	4.8	-0.4	4.9	19.8	-2.7
CC(C)C(c1nnnn1C(C)(C)C)N1CCC(Cc2ccccc2)CC1 (centres undefined)	-12.0	8.2	-10.0	22.3	-4.3	-3.5	-4.0	11.8	-1.6
COc1ccc(-c2nc(CSCC(=O)NCc3ccc4c(c3)OCO4)c(C)o2)cc1OC	-2.5	6.7	2.8	6.7	3.2	-1.7	5.4	0.4	1.9
Cc1ccccc1-c1nsc(SCC(=O)Nc2ccc3c(c2)OCO3)n1	3.4	-1.4	-0.2	6.0	7.3	-1.6	6.7	5.1	-5.3
CC(Oc1ccc2ccccc2c1)C(=O)N/N=C/c1cccnc1 (centres undefined)	-0.6	2.1	-0.1	1.2	-4.3	-5.5	-0.1	-15.7	2.7
CS(=O)(=O)N1CCN(Cc2ccc(C(F)(F)F)cc2)CC1	0.2	-2.1	1.0	2.8	-1.1	1.9	-0.3	-0.5	0.7
CN(C)C(=O)N1CCC(C(=O)NC2CCCCCCC2)CC1	-4.7	-3.1	-1.1	1.5	-0.7	-0.4	-4.2	2.8	-2.2
Cc1ccc2c(c1)N(CCC(=O)NCc1cccs1)C(=O)C(C)O2 (centres undefined)	-11.0	-1.2	4.7	0.0	3.0	1.5	7.4	-8.7	-1.9
COc1cc(C(=O)OCc2cccc(OC)c2OC)ccc1OCC(=O)N1CCOCC1	0.7	12.2	0.0	9.6	.	1.3	1.2	-0.5	9.2
O=C(O)CCCC(=O)Nc1ccc(Br)cc1	-1.5	7.2	3.9	-1.4	-0.6	-0.3	-4.5	3.0	5.4
COc1cc(C(=O)NC(=S)Nc2ccc3[nH]c(=O)[nH]c3c2)cc(OC)c1OC	2.5	2.1	-2.6	3.0	-11.4	-0.6	12.3	0.3	6.0
